Calb biofilm kill – kills Candida albicans biofilms; inhibition, % at 6 µM; 85,000 compounds, 0.14% hits; C. albicans biofilm + clotrimazole, Alamar Blue;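 active means inhibition above 20%; inactive means inhibition below 20%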;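 further: preformed 24 hr biofilms exposed to compound for 48 hr; 0% = biofilm without compound and 100% = blank killed by clotrimazole plus chlorhexidine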
CD11b adhes inh – CD11b/CD18-fibrinogen binding inhibition; P05107+P11215; K562 CD11b/CD18 adhesion to fibrinogen, ATPlite luminescence; Mn2+ added to activate the integrin; inhibition, % at 10 µM; 93,000 compounds, 0.54% hits; AID 1497;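 active means primary inhibition of 50% or more at 10 µM, then 40% or more on retest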; further: some results filed as inactive read as strong as hits
ERa coact pot – enhances coactivator binding to human estrogen receptor alpha | coactivator binding (% of control), % at 25.6 µM | TR-FRET ERalpha-LBD/SRC-Cy5 coactivator binding, 2 h; 100 = basal binding, no effect | 86,000 compounds, 1.3% hits | P03372; in the data active means activity above about 200%;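 further: binding measured in presence of low estradiol as agonist stimulus; 0% = peptide alone without receptor and 100% = receptor with peptide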
Mac1 fbg enh – increases human CD11b/CD18 adhesion to fibrinogen; activation, % at 10 µM; K562 CD11b/CD18 adhesion to fibrinogen, ATPlite luminescence; AID 1499; 93,000 compounds, 0.07% hits; P05107+P11215;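 active means 10 µM primary screen giving 50% or more activity, confirmed by 40% or more on retest at that dose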; further: strong numbers were not always called active; reference of the scale not given here
Smad3 inh – Smad3 (human) transcription factor binding inhibition. P84022. TR-FRET Smad3/Dy647-FoxH1 peptide binding, europium anti-His. inhibition, % at 25 µM. 88,000 compounds, 0.29% hits;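 active means compounds that reduce the energy-transfer binding signal between the protein and its labelled peptide by more than half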;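 further: 0% = Smad3 plus labelled peptide maximal FRET and 100% = peptide-only background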
Target sequence (P84022 whole entry, looked up): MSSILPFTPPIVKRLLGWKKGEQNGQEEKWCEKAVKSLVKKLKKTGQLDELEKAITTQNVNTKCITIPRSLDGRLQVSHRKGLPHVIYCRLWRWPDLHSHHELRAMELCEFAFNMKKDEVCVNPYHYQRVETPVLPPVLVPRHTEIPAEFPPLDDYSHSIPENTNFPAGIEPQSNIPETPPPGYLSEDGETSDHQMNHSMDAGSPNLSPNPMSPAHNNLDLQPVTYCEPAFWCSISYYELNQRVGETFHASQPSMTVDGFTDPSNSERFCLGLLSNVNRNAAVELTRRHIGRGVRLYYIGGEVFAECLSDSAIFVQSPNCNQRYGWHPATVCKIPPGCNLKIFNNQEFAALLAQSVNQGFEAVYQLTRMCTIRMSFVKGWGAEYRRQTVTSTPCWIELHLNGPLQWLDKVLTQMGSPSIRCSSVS
MT1-MMP txn act – activates MT1-MMP transcription; activation factor at 10 µM; HT1080 MT1-MMP promoter luciferase reporter, luminescence, overnight; active compounds read high; 86,000 compounds, 0.16% hits; AID 750;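 active means activation factor of at least 2 for MT1-MMP transcription at 10 µM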
sEH inhibitor – blocks human soluble epoxide hydrolase activity; P34913; recombinant human sEH enzymatic activity assay; inhibition, % at 2 µM; 91,000 compounds, 0.34% hits; in the data active means inhibition above about 80%; further: values of inactives mirror those of a sister screen read the other way; many of its hits are not listed in these tables
ERb SRC1 inh – blocks coactivator binding to human estrogen receptor beta | TR-FRET ER-beta LBD / SRC1-Cy5 peptide binding; receptor agonist-loaded with 1 µM estradiol | Q92731 | inhibition, % at 25.6 µM | 86,000 compounds, 1.3% hits;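 active means compounds whose percent inhibition of the receptor-coactivator binding signal exceeds about 50% in the single-dose screen, limit read from the data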;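 further: 0% = receptor plus peptide wells without compound and 100% = peptide-only wells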
Target sequence (Q92731 whole entry, looked up, the tested form may be a part): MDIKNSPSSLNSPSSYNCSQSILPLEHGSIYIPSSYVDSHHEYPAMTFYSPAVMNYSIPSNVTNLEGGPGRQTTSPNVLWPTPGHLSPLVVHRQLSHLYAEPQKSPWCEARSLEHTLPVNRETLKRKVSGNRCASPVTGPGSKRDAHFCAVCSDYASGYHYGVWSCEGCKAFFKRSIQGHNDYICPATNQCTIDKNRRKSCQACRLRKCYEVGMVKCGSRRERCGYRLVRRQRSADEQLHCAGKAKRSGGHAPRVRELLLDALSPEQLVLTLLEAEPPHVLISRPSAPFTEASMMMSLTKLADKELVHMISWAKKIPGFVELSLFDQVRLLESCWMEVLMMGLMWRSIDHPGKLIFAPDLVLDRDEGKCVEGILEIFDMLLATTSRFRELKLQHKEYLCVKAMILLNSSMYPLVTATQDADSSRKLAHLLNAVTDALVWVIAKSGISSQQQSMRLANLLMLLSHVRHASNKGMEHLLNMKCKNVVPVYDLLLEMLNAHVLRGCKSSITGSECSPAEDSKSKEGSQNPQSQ
sEH act – activators of human soluble epoxide hydrolase | P34913 | purified human sEH enzymatic activity, activator screen | activation, % at 2 µM | 91,000 compounds, 0.04% hits | AID 717; in the data active means activation above about 37%; further: values of inactives mirror those of a sister screen read the other way
An asterisk follows results filed as active; . = no result given; [ ] = remark or other dose. An excerpt (hit frequency here may not be typical).

SMILES	Calb biofilm kill	CD11b adhes inh	ERa coact pot	Mac1 fbg enh	Smad3 inh	MT1-MMP txn act	sEH inhibitor	ERb SRC1 inh	sEH act
CCC(CC)C(=O)Nc1cccc(/C(C)=N\NC(=O)c2ccc(C)s2)c1	.	10	.	0	.	.	10	.	-7
Cn1c(=O)n(Cc2ccccc2)c(=O)c2c1nc1n2CCCN1C1CCCCC1	2	.	106	.	-1	1	.	-3	.
N#C/C(=C\c1c(N2CCOCC2)nc2ccccn2c1=O)S(=O)(=O)c1ccccc1	4	-10	109	-2	-15	1.2	5	4[fluorescence artefact?]	-6
C=CCNC(=O)NC(=O)COC(=O)/C(C#N)=C/c1cc(C)n(CCC(C)C)c1C	-1	.	98	.	-13	1	.	9	.
CCN(CC)c1ccc(NC(=O)c2cccc(C)c2OC)c(C)c1	1	11	91	-6	7	1.7	16	1[fluorescence artefact?]	-14
O=C(Nc1ccc(Cl)cc1)Nc1ccccc1C(=O)NCc1ccco1	9	-19	97	-3	12	.	-11	-11	11
Cc1ccc(C2NC(=O)c3c(sc4c3CCN(C)C4)N2)o1 (stereo unspecified)	4	-6	87[fluorescence artefact?]	-2	-3[fluorescence artefact?]	1.2	.	21[fluorescence artefact?]	.
CC(C)CNC(=O)c1ccc(COc2ccc(Cl)cc2Cl)o1	3	5	82	-1	8[fluorescence artefact?]	1.2	-2	5	6
NC(=O)c1ccc(C2SCC(=O)N2Cc2ccccc2)cc1 (stereo unspecified)	6	.	101	.	6	1.2	11	1	-11
c1ccc(-n2ncc3c2ncn2nc(CSc4nc5ccccc5s4)nc32)cc1	-1	-2	111	15	-18	1.1	.	2[fluorescence artefact?]	.
Cc1ccc2cc(CN(CC3CCCO3)S(=O)(=O)c3ccccc3)c3nnnn3c2c1 (stereo unspecified)	-2	.	84	.	-11	1.5	16	19	-11
O=C1CC(NCc2cccs2)C(=O)N1c1ccc(Cl)cc1 (stereo unspecified)	6	66*	109	-2	13	1.1	-2	35	5
COc1ccc2[nH]c(=O)c(CN(CCc3ccccc3)C(C)=O)cc2c1	0	.	92	.	22	1.2	-6	2	4
CCC(Sc1nnc(C)s1)C(=O)Nc1nccs1 (stereo unspecified)	5	-2	108	2	2	1	.	3	.
CCCCNC(=O)N1CCOCCOCCN(C(=O)NCCCC)CCOCCOCC1	7	6	113	-2	1	1	6	3	-7
CCOc1ccccc1N1CCN(CC(O)COc2ccc3c(C)cc(=O)oc3c2)CC1 (stereo unspecified)	1	6	88[fluorescence artefact?]	3	10	.	.	-1	.
CCCS(=O)(=O)N1CCCC(c2nc(-c3cccc(OC)c3)no2)C1 (stereo unspecified)	8	4	108	-1	9	1.4	-2	-8	2
COc1ccc(C(OC(=O)c2cccs2)C(=O)NCC2CCCO2)cc1 (stereo unspecified)	.	-15	.	7	.	.	0	.	2
Nc1nc(CSc2nnc(-c3cccc(F)c3)n2-c2ccccc2)nc(N2CCOCC2)n1	5	.	110	.	4	1	.	-5	.
CCCCn1c(C(C)NC(=O)CCC)nc2ccccc21 (stereo unspecified)	14	3	100	-5	-2	1.1	11	-9	-8
O=C(OCc1cc2ccccc2[nH]c1=O)c1ccco1	3	.	116	.	9	1.1	6	3	-8
COC(=O)c1ccccc1NC(=O)Cn1nnc(-c2ccc(OC)cc2)n1	5	.	109[fluorescence artefact?]	.	8	1.2	-24	-12	24
CC(C)(C)c1ccc(C(=O)c2c[nH]c(C(=O)NCC3CCCO3)c2)cc1 (stereo unspecified)	.	-3	.	-1	.	.	8	.	-10
O=S(=O)(CCc1nc2ccccc2o1)c1ccc(Cl)cc1	5	-38	109	-2	13	1.1	18	-19	-15
Cc1[nH]c(C)c2c(=O)n(-c3ccccc3)ncc12	1	-2	110	-2	0[fluorescence artefact?]	1.3	-9	-7	8
CCOC(=O)c1c(NC(=O)CSc2nnc(CNc3ccc(F)cc3)o2)sc(C(C)=O)c1C	6	25	111	3	12	1.3	3	0	-4
CCN(CCCNC(=O)CC(C(=O)N1CCc2ccccc21)n1ccnc1)c1ccccc1 (stereo unspecified)	-4	12	128	1	5	1.2	-3	-12	1
COc1ccc(-c2ccc(SCC(=O)N3CCOCC3)nn2)cc1	9	2	104	0	2	1.1	-5	14	5
CCC1(c2cccc(Cl)c2)NC(=O)N(Cc2cc(C(=O)OC)c(C)o2)C1=O (stereo unspecified)	7	13	106	1	0	1.1	5	5	-7
CCCCc1ccc(S(=O)(=O)NCCc2ccncc2)cc1	8	65*	115	-8	-2	1.2	-5	4	3
CN=C1c2c(-c3ccccc3)c3cc(OC)ccc3n2CCN1C	-6	3	128[fluorescence artefact?]	-5	10	1.2	-5	8	3
CCOC(=O)N1CCN(C(=O)c2ccc(CN(c3ccccc3)S(C)(=O)=O)cc2)CC1	8	-5	115[fluorescence artefact?]	10	4	1	.	-9[fluorescence artefact?]	.
CC/C(=C1/C(=O)CC(C)(C)C(C(=O)OC)C1=O)N1CCCC1 (stereo unspecified)	9	-19	82	-1	-2	1.2	.	22	.
N#Cc1cn(-c2ccccc2)nc1-c1ccc2c(c1)OCCO2	2	-6	138	-1	0[fluorescence artefact?]	1.5	2	2[fluorescence artefact?]	-4
O=C(Nc1ccccc1)c1ccccc1CCc1ccccc1	.	2	.	0	.	.	7	.	-7
CCCC(C)C(=O)Nc1ccccc1C(=O)OCC (stereo unspecified)	2	-6	100	-2	8	0.9	14	-9	-13
Cc1cc(C)n(-c2nc(NCCC(C)C)c3c4c(sc3n2)COC(C)(C)C4)n1	-1	4	186[fluorescence artefact?]	-2	2	1.1	-13	10[fluorescence artefact?]	15
COc1ccc(C(=O)N2CCCN(C)CC2)cc1S(=O)(=O)N1CCCc2ccccc21	-7	-6	225*	-3	-3	1.3	.	-11	.
Cc1nc2ccc(C(=O)N3CCSCC3)cc2s1	4	-4	94	-1	1	1.2	-12	-4	9
COC(=O)c1ccc2c(c1O)C(=O)c1ccccc1C2=O	.	32	.	-6	.	.	-26	.	27

Twelve compounds already listed, ordered by count of non-hydrogen atoms, high to low:
SMILES	Calb biofilm kill	CD11b adhes inh	ERa coact pot	Mac1 fbg enh	Smad3 inh	MT1-MMP txn act	sEH inhibitor	ERb SRC1 inh	sEH act
CCN(CCCNC(=O)CC(C(=O)N1CCc2ccccc21)n1ccnc1)c1ccccc1 (stereo unspecified)	-4	12	128	1	5	1.2	-3	-12	1
COc1ccc(C(=O)N2CCCN(C)CC2)cc1S(=O)(=O)N1CCCc2ccccc21	-7	-6	225*	-3	-3	1.3	.	-11	.
Cc1cc(C)n(-c2nc(NCCC(C)C)c3c4c(sc3n2)COC(C)(C)C4)n1	-1	4	186[fluorescence artefact?]	-2	2	1.1	-13	10[fluorescence artefact?]	15
CCC1(c2cccc(Cl)c2)NC(=O)N(Cc2cc(C(=O)OC)c(C)o2)C1=O (stereo unspecified)	7	13	106	1	0	1.1	5	5	-7
CC(C)(C)c1ccc(C(=O)c2c[nH]c(C(=O)NCC3CCCO3)c2)cc1 (stereo unspecified)	.	-3	.	-1	.	.	8	.	-10
CN=C1c2c(-c3ccccc3)c3cc(OC)ccc3n2CCN1C	-6	3	128[fluorescence artefact?]	-5	10	1.2	-5	8	3
O=C(Nc1ccccc1)c1ccccc1CCc1ccccc1	.	2	.	0	.	.	7	.	-7
CCCCc1ccc(S(=O)(=O)NCCc2ccncc2)cc1	8	65*	115	-8	-2	1.2	-5	4	3
COC(=O)c1ccc2c(c1O)C(=O)c1ccccc1C2=O	.	32	.	-6	.	.	-26	.	27
O=C(OCc1cc2ccccc2[nH]c1=O)c1ccco1	3	.	116	.	9	1.1	6	3	-8
CCCC(C)C(=O)Nc1ccccc1C(=O)OCC (stereo unspecified)	2	-6	100	-2	8	0.9	14	-9	-13
Cc1[nH]c(C)c2c(=O)n(-c3ccccc3)ncc12	1	-2	110	-2	0[fluorescence artefact?]	1.3	-9	-7	8

Arranged by length of the SMILES (high to low): 3 of the compounds above
SMILES	Calb biofilm kill	CD11b adhes inh	ERa coact pot	Mac1 fbg enh	Smad3 inh	MT1-MMP txn act	sEH inhibitor	ERb SRC1 inh	sEH act
CC/C(=C1/C(=O)CC(C)(C)C(C(=O)OC)C1=O)N1CCCC1 (stereo unspecified)	9	-19	82	-1	-2	1.2	.	22	.
O=S(=O)(CCc1nc2ccccc2o1)c1ccc(Cl)cc1	5	-38	109	-2	13	1.1	18	-19	-15
O=C(OCc1cc2ccccc2[nH]c1=O)c1ccco1	3	.	116	.	9	1.1	6	3	-8

Other compounds.
SMILES	Calb biofilm kill	CD11b adhes inh	ERa coact pot	Mac1 fbg enh	Smad3 inh	MT1-MMP txn act	sEH inhibitor	ERb SRC1 inh	sEH act
CC1NC(=O)NC1CCCCC(=O)O (stereo unspecified)	5	-3	106	0	2	1.2	.	-8	.
CC1Cc2ccccc2N1Cc1nc2cc(Cl)ccc2c(=O)[nH]1 (stereo unspecified)	2	-32	106	12	7	.	17	3	-15
CCCS(=O)(=O)c1nc(S(=O)(=O)c2ccc(C)cc2)c(N2CCCC2)s1	4	-4	118	-3	12	1	-16	1[fluorescence artefact?]	16
Cc1cccc(Nc2nc(N)nc(CSc3nccn3C)n2)c1	5	-1	92	-2	4	1.9	-4	-5	8
CCOc1ccc(N(C(C)=O)c2nc(C)cc(C)c2C#N)cc1	9	.	121[fluorescence artefact?]	.	0	1.1	-4	1[fluorescence artefact?]	2
CCOC(=O)c1sc(NC(=O)C2CC2)cc1C	9	.	118	.	-3	1.3	10	-9	-12
Cc1ccc(C(=O)N2CCN(C(=O)c3ccc(C)c(C)c3)C(C)C2)cc1C (stereo unspecified)	7	.	105	.	0	1	-2	-4	6
CC(=O)O[C@H]1CC[C@@]2(C)C(CCC3C2CC[C@]2(C)OC(=O)CCC32)C1 (stereo partly specified)	3	.	91	.	7	1.1	-11	-1	8
O=C(NCCCN1CCOCC1)c1c(O)c2ccccc2[nH]c1=O	11	6	82[fluorescence artefact?]	10	4[fluorescence artefact?]	1	-2	14[fluorescence artefact?]	0
Cc1cccn2c(=O)c(C=O)c(N3CCCCCC3)nc12	-3	0	117	1	-15	0.9	2	-4[fluorescence artefact?]	-1
N#Cc1c(N)c(C(=O)c2ccccc2)n2c1CCC2	6	-22	112	-1	3	1.1	-12	0	9
CCC(C)N1CC23C=CC(O2)C(C(=O)OC)C3C1=O (stereo unspecified)	1	0	122	4	-1	.	.	6	.
Clc1ccc2c(NCc3ccco3)ncnc2c1	-5	11	109	-3	4	0.9	-7	15	5
Cc1ccc(-c2cn3cccnc3n2)cc1NC(=O)c1c(-c2ccccc2Cl)noc1C	.	-6	.	-5	.	1.2	-18	.	18
CCCc1cc(=O)[nH]c(SCC(=O)N(C)C2CCS(=O)(=O)C2)n1 (stereo unspecified)	-5	-4	88	-4	7	1.1	5	-4	-5

Screening results (PubChem BioAssay)
